Screening data as filed in PubChem BioAssay.
Growth percent in the NCI-60 one-dose screen (48 h, 10 µM unless noted): 100 = growth as untreated, 0 = no growth, -100 = all killed.
HCT-15 = HCT-15 colon cancer; actives 5.2% (n = 82,000); AID 1794746
NCI-H226 = NCI-H226 lung cancer | actives 3.5% (n = 79,000) | AID 1794732
NCI-H322M = NCI-H322M lung cancer; actives 2.7% (n = 80,000)
COLO 205 = COLO 205 colon cancer. actives 7.3% (n = 79,000)
HCT-116 = HCT-116 colon cancer | AID 1794798 | actives 7.3% (n = 82,000)
NCI-H522 = NCI-H522 lung cancer; actives 8% (n = 78,000); AID 1794739
NCI/ADR-RES = NCI/ADR-RES ovarian cells. AID 1794790. actives 4.4% (n = 81,000)
NCI-H23 = NCI-H23 lung cancer; actives 4% (n = 80,000); AID 1794731
NCI-H460 = NCI-H460 lung cancer. actives 6.8% (n = 82,000)
Starred values were filed as active, the others as inactive; . = not tested or not shown; & = joins results of further samples. The calls were made as follows: active = growth percent below 10; inactive = the rest.

SMILES	HCT-15	NCI-H226	NCI-H322M	COLO 205	HCT-116	NCI-H522	NCI/ADR-RES	NCI-H23	NCI-H460
O/N=C/c1cccs1	98	107	.	119	102	106	121	.	108
O=C(c1ccc(Cl)cc1)N1CCN(c2ccccc2)CC1	97	95	96	100	100	95	103	94	102
Brc1ccc(-c2cnc3sc4ccccc4n23)cc1	97	69	89	113	98	97	99	87	100
O=C(Oc1ccccc1Cl)c1ccccc1	113	117	108	117	99	95	112	107	112
O=C(O)c1c(=O)cccc2ssc12	4.2*	-15*	62	-46*	2.4*	-0.4*	29	0.4*	1.8*
CCC(=O)Nc1nonc1-c1nc2ccccc2n1Cc1ccc(F)cc1Cl	74	74	51	57	44	25	73	79	44
C#CCOc1cc(N(CC)CC)ccc1C(C(=O)NC(C)(C)C)N(C(=O)C1CCc2cc(F)ccc2O1)c1ccc(Br)cc1 (stereo unspecified)	65	81	83	59	36	68	89	.	60
Cc1ccc(-c2c3c(nc4c2c(C)nn4-c2ccccc2)NC(c2ccc(C)cc2)NC3)cc1 (stereo unspecified)	116	88	105	108	97	88	98	99	110
CCCSSSC	98	112	108	82	95	53	111	108	92
O=C(O)[C@H](O)[C@@H](O)C(=O)O	109	101	.	112	110	.	98	101	117

A portion of the results above, for reference:
SMILES	HCT-15	NCI-H226	NCI-H322M	COLO 205	HCT-116	NCI-H522	NCI/ADR-RES	NCI-H23	NCI-H460
O=C(Oc1ccccc1Cl)c1ccccc1	113	117	108	117	99	95	112	107	112
O=C(O)c1c(=O)cccc2ssc12	4.2*	-15*	62	-46*	2.4*	-0.4*	29	0.4*	1.8*
CCC(=O)Nc1nonc1-c1nc2ccccc2n1Cc1ccc(F)cc1Cl	74	74	51	57	44	25	73	79	44
C#CCOc1cc(N(CC)CC)ccc1C(C(=O)NC(C)(C)C)N(C(=O)C1CCc2cc(F)ccc2O1)c1ccc(Br)cc1 (stereo unspecified)	65	81	83	59	36	68	89	.	60
Cc1ccc(-c2c3c(nc4c2c(C)nn4-c2ccccc2)NC(c2ccc(C)cc2)NC3)cc1 (stereo unspecified)	116	88	105	108	97	88	98	99	110

Following part
SMILES	HCT-15	NCI-H226	NCI-H322M	COLO 205	HCT-116	NCI-H522	NCI/ADR-RES	NCI-H23	NCI-H460
Cc1nn(-c2cc(=O)[nH]c3ccc(Cl)cc23)c(N)c1C#N	103	81	98	119	101	93	97	94	101
CC1(C)OB(c2ccc(Cn3cc(F)c(=O)[nH]c3=O)cc2)OC1(C)C	101	97	102	120	101	91	102	95	106
CC(=O)c1cc(C(=O)c2ccccc2)n2c1ccc1ccccc12	104	94	94	110	82	97	101	105	111
COc1ccc2c(c1)oc1c(C)c3c(c(C)c12)C(=O)N(CCO)C3=O	104	92	101	108	90	88	112	102	87
CCN(CC)c1ccc(/C=N/NC(=O)c2ccccc2Nc2ccnc(C(F)(F)F)c2)c(O)c1	33	8.9*	40	26	28	43	17	40	4.4*
O=c1oc2ccc(F)cc2c(=O)n1-c1ccc(I)cc1F	5.2*	.	8.0*	54	7.4*	-16*	2.3*	3.0*	3.1*
CC1=C(CCN2CCCCC2)C(=O)N2N=C(c3ccccc3)OC2N1 (stereo unspecified)	95	84	100	119	101	99	105	94	103
O=C1NCCO1	106&108	103&99	121&99	111&111	118&96	106&108	116&93	98&90	122&109
CCCN1C(=O)/C(=C2\SC(N3CCOCC3)=NC2=O)c2ccccc21	103	.	107	122	109	95	103	109	104
CC(C)(c1ccccc1)C(C)(C)c1ccccc1	106	93	98	111	92	95	89	89	104
CCOC(=O)C(CC)C(C)O (stereo unspecified)	103	99	109	109	94	108	98	98	103
O=C(Cc1ccccc1)Nc1cccc(N=Cc2ccccc2O)c1	102	104	108	111	108	91	105	107	107
CC1(C)N=C(N)N=C(N)N1c1ccc(C(=O)O)cc1	99	95	97	118	104	103	104	102	108
COc1ccc(C(=O)c2sc3nc(-c4ccccc4OC)ccc3c2N)cc1OC	58	63	87	102	39	50	33	63	52
Cc1ccccc1OCC(O)CN1CCCC1 (stereo unspecified)	124	105	118	107	95	152	104	101	115
CCOc1ccc(OC(=O)c2ccc(O)cc2)cc1	101	110	105	127	111	89	.	102	110
CCOC(=O)c1ccc(N(CC)S(=O)(=O)c2ccc(C)cc2)cc1	91	90	96	118	87	88	95	99	108
CCN1CCN(Cc2ccc(NC(=O)Nc3nc4ccc(Oc5ccnc(C(=O)NC)c5)cc4s3)cc2C(F)(F)F)CC1	-56*	-1.7*	17	-41*	-66*	-47*	-13*	-12*	-67*
CC(C)(C)CC(C)(C)N(CSc1ccc(Cl)cc1)CSc1ccc(Cl)cc1	53	45	.	76	26	-4.6*	46	.	43
Cc1ccc(N=Nc2ccc(N=Nc3c(S(=O)(=O)O)cc4cc(Nc5ccccc5)ccc4c3O)c3cc(S(=O)(=O)O)ccc23)cc1	107	117	100	116	104	87	99	93	.
N#Cc1cccc(-c2cc(=O)c3cc(O)ccc3[nH]2)c1	101	88	103	108	106	92	102	100	106
CCOC(=O)C(C#N)C(C)(C)C[N+](=O)[O-] (stereo unspecified)	97	90	110	109	110	110	107	105	107
c1ccc(-c2nc(N3CCCNCC3)c3nc(-c4ccccc4)oc3n2)cc1	-80*	50	94	-79*	-75*	26	-12*	22	-50*
O=[N+]([O-])c1cccc(-c2nnc(CSc3nnc(-c4cccc([N+](=O)[O-])c4)o3)o2)c1	101	101	97	110	101	91	96	98	102
COc1cc(OC)cc(-c2nn(CC(=O)N3CCCCC3)c3ncnc(N)c23)c1	105	98	112	115	97	96	105	102	107
C#CC(O)c1ccc(Cl)cc1Cl (stereo unspecified)	91	103	101	105	102	101	99	94	105
O=C(Nc1nc2cc(Cl)ccc2o1)c1ccc(C(=O)Nc2nc3cc(Cl)ccc3o2)cc1	.	89	.	106	69	21	87	.	46
CC(C)CC(=O)c1ccco1	114	95	114	105	94	96	94	92	107
Cc1[nH]c2ccccc2c1CCCO	101	102	95	.	99	101	113	97	110
Cn1ccnc1C(=O)/C=C/c1ccc(C(=O)Nc2nc3ccccc3[nH]2)cc1	24	82	44	55	23	59	25	23	11
COc1ccc(C(C)=O)cc1S(=O)(=O)Nc1c(N)nc(OC)n(C)c1=O	103	95	94	114	81	71	95	94	111
CCCCNC1=C(OCC)C(=O)c2ccccc2C1=O	94	105	103	116	80	98	97	84	93
N=C(N=C(C(Cl)(Cl)Cl)C(Cl)(Cl)Cl)N=C(C(Cl)(Cl)Cl)C(Cl)(Cl)Cl	104	102	114	113	100	111	108	107	106
CCCC(=S)N1CCN(c2ccccc2)CC1	117	126	122	108	101	129	106	100	120
O=C1CCCN1c1ccc(S(=O)(=O)N2CCN(Cc3ccccc3)CC2)cc1	92	.	105	103	100	78	73	86	90
COc1ccc(Oc2nc(Cl)ncc2NC(=O)Nc2c(Cl)cccc2Cl)cc1	99	98	101	114	100	87	104	99	107
CCC(C)SC(=N)N (stereo unspecified)	108	93	112	105	107	69	112	102	110
COc1ccc(-c2nc(SCC(C)C)nc(N3CCOCC3)c2C#N)cc1	94	93	96	.	86	78	100	104	101
CCCOc1nc(SCCC)nc2c1cnn2-c1ccccc1	108	97	137	103	105	4.0*	96	94	101
Cc1cc(Oc2c(C)cccc2C)cc(C)c1O	108	97	99	103	106	89	112	101	103
NCCc1cnc[nH]1	118	103	106	116	105	108	106	105	116
CS(=O)(=O)c1ccc(C(=O)/C=C/c2cn(-c3ccccc3)nc2-c2ccc(S(C)(=O)=O)cc2)cc1	70	114	98	117	102	90	95	101	117
Cc1cc(Nc2nc(-c3ccc(F)cc3)nc3ccccc23)n[nH]1	34	59	65	40	29	28	71	57	36
COc1cc(-c2nn(-c3cccc(F)c3)cc2CO)ccc1O	101	101	93	128	100	76	102	92	103
CSC1CCCCC1O (stereo unspecified)	99	106	107	107	107	89	108	109	103
COc1ccc(C2c3cc(OC)c(OC)cc3CC3C(=O)OCC32)cc1OC (stereo unspecified)	104	.	117	99	103	87	113	106	113
ClC(c1ccccc1)C(Cl)c1ccccc1 (stereo unspecified)	105	100	100	119	94	100	103	96	103
Cc1ccc(-n2nc(C(C)(C)C)cc2NC(=O)NCc2cc(F)ccc2Oc2ccc3c(cnn3CCO)c2)cc1	18	21	22	-13*	6.8*	4.3*	21	21	26
O=C(Nc1ccccc1)Nc1ccc2cc3ccc(NC(=O)Nc4ccccc4)cc3nc2c1	94	91	62	3.1*	-57*	-4.6*	102	24	93
Cc1ccc2ncc(C)c(=O)n2c1	105	79	111	104	105	91	106	95	103

Structural class: the entries above with an NH in an aromatic ring.
SMILES	HCT-15	NCI-H226	NCI-H322M	COLO 205	HCT-116	NCI-H522	NCI/ADR-RES	NCI-H23	NCI-H460
Cc1nn(-c2cc(=O)[nH]c3ccc(Cl)cc23)c(N)c1C#N	103	81	98	119	101	93	97	94	101
CC1(C)OB(c2ccc(Cn3cc(F)c(=O)[nH]c3=O)cc2)OC1(C)C	101	97	102	120	101	91	102	95	106
N#Cc1cccc(-c2cc(=O)c3cc(O)ccc3[nH]2)c1	101	88	103	108	106	92	102	100	106
Cc1[nH]c2ccccc2c1CCCO	101	102	95	.	99	101	113	97	110
Cn1ccnc1C(=O)/C=C/c1ccc(C(=O)Nc2nc3ccccc3[nH]2)cc1	24	82	44	55	23	59	25	23	11
NCCc1cnc[nH]1	118	103	106	116	105	108	106	105	116
Cc1cc(Nc2nc(-c3ccc(F)cc3)nc3ccccc23)n[nH]1	34	59	65	40	29	28	71	57	36

Next records.
SMILES	HCT-15	NCI-H226	NCI-H322M	COLO 205	HCT-116	NCI-H522	NCI/ADR-RES	NCI-H23	NCI-H460
COc1ccc2c(c1)[nH]c(=O)c1c3cccc(F)c3cn21	9.8*	45	52	-21*	25	-4.0*	16	47	7.9*
CC(C)c1ccc2c(c1)C[C@@H](O)[C@@H]1C(C)(C)CCC[C@@]21C	97	89	109	112	78	80	99	92	102
Nc1cccc(-n2c(COc3ccc(I)cc3)nc3ccccc32)c1	104&75	109&57	96&94	109&81	102&76	107&81	102&74	100&76	108&86
CCCCCCCCn1cc2c(Nc3cccc(Br)c3)ncnc2n1	92	97	104	123	103	90	111	.	100
Nc1ncnc2c1ncn2C1OC(COP(=O)(O)O)C(O)C1O (stereo unspecified)	109	113	.	130	108	114	109	110	.
COc1ccc(-c2cc(-c3ccc(Cl)cc3)c(C#N)c(=O)n2CCCCCC(=O)O)cc1	101	109	106	114	106	96	109	107	106
CCCCn1c(-c2ccc(C(=O)O/N=C(\N)c3ccc4ccccc4c3)cc2)nc(-c2ccccc2)c1-c1ccccc1	52	62	81	91	61	72	31	65	26
O=C1CC[C@@]2(O1)C(=O)O[C@@H](CI)[C@H]2c1ccccc1	98	95	19	117	99	83	104	100	101
CC(=Nc1ccccc1)C1=C(O)C(CC(C)C)NC1=O (stereo unspecified)	103	95	117	108	97	81	104	108	98
Cc1cc(N=NC(N)=S)c2ccccc2c1O	80	101	110	109	85	89	94	91	114

Only COLO 205 and NCI-H460 (2 entries from above):
smiles | COLO 205 | NCI-H460
CCCCCCCCn1cc2c(Nc3cccc(Br)c3)ncnc2n1 | 123 | 100
Nc1ncnc2c1ncn2C1OC(COP(=O)(O)O)C(O)C1O (stereo unspecified) | 130 | .

Other results.
SMILES	HCT-15	NCI-H226	NCI-H322M	COLO 205	HCT-116	NCI-H522	NCI/ADR-RES	NCI-H23	NCI-H460
COc1ccc([N+](=O)[O-])cc1C(=O)Nc1cccc(C2CC(=O)c3c(cc(OC)c(OC)c3OC)O2)c1 (stereo unspecified)	59	59	97	100	66	69	60	77	81
O=C(CSc1nc(-c2ccccc2)c(-c2ccccc2)o1)N1CCOCC1	77	100	111	112	105	113	111	103	106
C/C(=N/O)c1ccc(N2C(=O)c3ccc(C)cc3C2=O)cc1	97	95	99	111	106	99	100	99	106
COc1cc(C(SCc2ccccc2)SCc2ccccc2)ccc1O	86	108	107	100	85	77	83	79	98
Cc1nc2ccccc2n1C(=O)C[C@@H]1NC(=O)NC1=O	99	100	102	107	105	96	101	101	102
Nc1ncc2[nH]c(N)nc2n1	95	100	97	113	109	96	105	100	103
CN(C)CCC1c2ccc(Cl)cc2CCc2cccnc21 (stereo unspecified) (tested in a mixture with another compound)	108	105	111	.	81	94	90	90	106
Oc1[nH]c2ccc(Cl)cc2c1/C=c1/ccc2c(c1)N=C(c1ccc(C(F)(F)F)cc1)N=2	54	89	84	.	50	46	63	67	39
CC(C)Nc1nc2c(c(=O)n(C)c(=O)n2C)n1C	108	95	105	109	105	105	103	100	105
CC1(C)OC(=O)C2=C(Nc3c(-c4nc5ccccc5s4)c(Nc4ccccc4)nn3C2c2ccc(Cl)cc2Cl)O1 (stereo unspecified)	80	89	100	97	74	84	87	83	91
NNC(=O)CCSCCC(=O)NN	104	95	106	109	94	99	119	98	103
CCOC(=O)C(C(=O)OCC)c1cccc(Cl)c1	99	94	98	114	102	109	104	102	111
COc1cc(/C=C2\CC/C(=C\c3ccc(OCCN4CCOCC4)c(OC)c3)C2=O)ccc1OCCN1CCOCC1	87	104	.	.	86	78	90	89	82
N#Cc1sc2nc(-c3cc4ccccc4o3)cc(-c3ccc(Cl)cc3)c2c1N	96	96	117	103	94	79	108	101	109
CNC(=O)C1(c2ccccc2)CCCCC1	100	110	108	110	100	106	108	106	109
Cc1cc2c(C)c3cc(C)c(N)cc3nc2cc1N	25	10	-12*	1.4*	-9.8*	-49*	69	17	-20*
Cc1noc2c(Cc3ccccc3)nn(CC(=O)N/N=C/c3ccc(Br)cc3)c(=O)c12	77	32	102	40	25	74	58	70	13
NC(=O)C(=O)NCCCCC(=O)Nc1ccccc1	97	95	101	113	108	99	107	100	102
O=C1c2ccccc2C(=O)c2c1cccc2N1CCCC1	98	89	74	89	92	114	83	85	99
OC1CCCc2ccccc21 (stereo unspecified)	108	104	90	115	111	.	108	104	101
C1CNNCCNN1	110	.	110	109	109	90	107	97	113
CC1=C[C@@]2(CCCO)c3cc4c(cc3CC[C@@]2(C)[C@@H]1C)[nH]c1ccccc14	92	90	85	97	90	83	87	89	96
c1ccc(-c2ccncn2)cc1	.	103	121	112	102	.	109	103	112
